CSN inh: CSN deneddylation inhibition; inhibition, % at 12.5 µM; 360,000 tested, 0.38% active; Q92905; AID 651999; Purified CSN, SCF-Nedd8-OG deneddylation, fluorescence polarization;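 active = pattern-corrected inhibition above about 35%, with an unprinted fluorescence ratio check between 0.5 and 1.5, limit read from the data, passing the limit was not always enough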;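 also: 0% = enzyme with substrate and 100% = substrate without enzyme; some results filed as inactive read as strong as hits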
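Assay system: Purified human Csn5 enzyme expressed in HEK293T cells | Amount: Enzyme 0.24 nM | Measured by: Fluorescence polarization readout | Medium: Tris/NaCl/DTT buffer, pH 7.5 | Compound dosing: One concentration, 12.5 µM, 0.25% DMSO | Times: 90 min incubation of compound, enzyme and substrate at room temperature | Control set: no-enzyme wells high, enzyme-with-substrate wells low | Read-out: % inhibition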
MsrA act: activators of bovine methionine sulfoxide reductase A | activation, % at 10.6 µM | 360,000 tested, 0.3% active | AID 602163 | purified bovine MsrA, absorbance read-out; in the data active = activation above about 7.5%;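 also: 0% = vehicle and 100% = reference activator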
E coli Lon inh: inhibits E. coli Lon protease; P0A9M0; inhibition, % at 7.94 µM; 360,000 tested, 0.42% active; purified E. coli Lon protease, fluorescence polarization; in the data active = inhibition above about 13%, passing the limit was not always enough;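 also: 0% = enzyme with probe and DMSO and 100% = no enzyme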
Target sequence (P0A9M0 whole entry, looked up): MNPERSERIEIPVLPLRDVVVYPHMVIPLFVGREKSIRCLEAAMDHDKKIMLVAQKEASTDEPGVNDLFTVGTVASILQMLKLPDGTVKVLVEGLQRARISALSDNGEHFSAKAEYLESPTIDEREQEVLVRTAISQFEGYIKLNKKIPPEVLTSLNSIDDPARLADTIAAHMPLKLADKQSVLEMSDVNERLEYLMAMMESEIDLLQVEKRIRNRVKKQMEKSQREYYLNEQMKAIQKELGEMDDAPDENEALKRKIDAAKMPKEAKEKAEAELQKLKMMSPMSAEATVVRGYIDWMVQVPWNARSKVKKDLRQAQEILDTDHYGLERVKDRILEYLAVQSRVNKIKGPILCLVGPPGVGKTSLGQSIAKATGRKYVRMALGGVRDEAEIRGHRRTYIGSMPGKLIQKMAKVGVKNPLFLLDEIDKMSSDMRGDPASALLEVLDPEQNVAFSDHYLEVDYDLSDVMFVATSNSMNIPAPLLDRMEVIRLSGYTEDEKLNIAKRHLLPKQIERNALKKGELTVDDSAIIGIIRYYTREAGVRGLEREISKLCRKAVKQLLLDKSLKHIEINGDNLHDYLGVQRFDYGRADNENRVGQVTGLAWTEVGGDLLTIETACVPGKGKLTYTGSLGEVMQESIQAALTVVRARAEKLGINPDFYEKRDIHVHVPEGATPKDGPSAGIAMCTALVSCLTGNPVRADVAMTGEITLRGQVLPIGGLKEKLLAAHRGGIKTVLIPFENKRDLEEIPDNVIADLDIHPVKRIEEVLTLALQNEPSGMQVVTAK
MT1-MMP act inh: blocks activation of human MT1-MMP. P50281. HT1080 RFP-PRO-GFP cells, GFP/RFP ratio fluorescence, overnight; percent of plate control window, DMSO zero. AID 651647. GFP/RFP ratio change, % at 20 µM. 360,000 tested, 0.061% active;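 active = GFP/RFP ratio change of at least 30% with cell ATP level not reduced by more than half and red fluorescence within 50% of control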; also: strong numbers were not always called active
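Assay system: HT1080 cells carrying an RFP-PRO-GFP reporter | Dosing: Single dose of 20 µM compound, 1% DMSO final | Incubation: Cells overnight before dosing, compound overnight, 37 °C, 5% CO2 | Evaluation: GFP/RFP fluorescence ratio | Control set: DMSO and RFP-L50D-GFP cell wells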
Rin1-Abl PPI inh: human Rin1-Abl interaction inhibition; inhibition, % at 7.35 µM; AID 588664; 360,000 tested, 0.4% active; TR-FRET Rin1/Abl binding, biochemical; in the data active = inhibition above about 5%, passing the limit was not always enough
MsrA inhibitor: inhibits bovine methionine sulfoxide reductase A; purified bovine MsrA, absorbance read-out; inhibition, % at 15.5 µM; 360,000 tested, 0.75% active; AID 651718; in the data active = inhibition above about 4.5%;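 also: 0% = vehicle wells with enzyme and 100% = reference inhibitor wells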
MLLE-PAM2 inh: blocks PAM2 peptide binding to the PABP1 MLLE domain. P11940. 360,000 tested, 0.36% active. inhibition, % at 20 µM. GST-MLLE / FITC-PAM2 fluorescence polarization; in the data active = inhibition above about 35%, passing the limit was not always enough;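 also: plate controls were DMSO wells with GST-MLLE for no effect and wells lacking GST-MLLE protein for full effect; some results filed as inactive read as strong as hits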
Rpn11 block: blocks the human proteasome subunit Rpn11; human 26S proteasome, Ub4-pepOG fluorescence polarization; 20S core pre-blocked with epoxomicin; O00487; 360,000 tested, 0.59% active; calls only at 20 µM;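 active = inhibition at 20 µM, scaled to each plate's controls, above about 33%, limit read from the data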
Target sequence (O00487 whole entry, looked up): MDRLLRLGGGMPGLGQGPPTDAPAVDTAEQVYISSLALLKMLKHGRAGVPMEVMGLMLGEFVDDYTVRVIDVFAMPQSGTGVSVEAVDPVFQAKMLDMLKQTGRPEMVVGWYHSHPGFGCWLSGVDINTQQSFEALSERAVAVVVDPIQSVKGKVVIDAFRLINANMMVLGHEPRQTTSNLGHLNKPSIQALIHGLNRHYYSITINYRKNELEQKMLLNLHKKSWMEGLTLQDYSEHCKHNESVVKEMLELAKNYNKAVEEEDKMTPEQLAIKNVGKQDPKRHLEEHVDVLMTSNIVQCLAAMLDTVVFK
FAS-TE inh: FAS thioesterase (human) inhibition | recombinant FAS-TE, OMFH fluorogenic substrate, fluorescence endpoint | inhibition, % at 15 µM | 360,000 tested, 0.67% active | P49327 | AID 602261;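 active = compounds whose normalised, plate-corrected inhibition of enzyme fluorescence in the single-dose primary screen is 50% or more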;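 also: 0% = DMSO with enzyme and 100% = substrate without enzyme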
Active calls of the source: *.

Screening O=S1(=O)NC(c2ccccc2)CC(CC2CCCCC2)O1 (stereo not given) returned CSN inh 1.5, MsrA act 0.7, E coli Lon inh 5.1, MT1-MMP act inh -0.1, Rin1-Abl PPI inh 0.8, MsrA inhibitor 1.1, MLLE-PAM2 inh -80.2, Rpn11 block inactive and FAS-TE inh 27.2.
For CCS(=O)(=O)Nc1ccc(Cc2ccncc2)cc1 the results were CSN inh 2.1, MsrA act -1.9, E coli Lon inh -3.2, MT1-MMP act inh 0.2, Rin1-Abl PPI inh -2.4, MsrA inhibitor -0.9, MLLE-PAM2 inh 12.9, Rpn11 block inactive and FAS-TE inh -3.7.
`O=C(NCc1ccc2c(c1)OCO2)C(=O)NC1CCCCC1` gave CSN inh 6.0, MsrA act -1.3, E coli Lon inh 4.5, MT1-MMP act inh -7.1, Rin1-Abl PPI inh -0.6, MsrA inhibitor -1.0, MLLE-PAM2 inh -9.3, Rpn11 block inactive and FAS-TE inh -1.2.
CCc1nnc(NC(=O)c2ccc3c(c2)C(=O)N(C(C)(C)C)C3=O)s1 was read as CSN inh 2.6, MsrA act -1.9, E coli Lon inh 9.4, MT1-MMP act inh 4.8, Rin1-Abl PPI inh -4.9, MsrA inhibitor -0.9, MLLE-PAM2 inh 5.5, Rpn11 block inactive and FAS-TE inh -75.8.
`Cc1ccc(S(=O)(=O)CC(=O)Nc2sc(C)c(C)c2C(N)=O)cc1` gave CSN inh 7.3, MsrA act -2.5, E coli Lon inh -3.7, MT1-MMP act inh -2.4, Rin1-Abl PPI inh 5.0, MsrA inhibitor 1.2, MLLE-PAM2 inh 7.4, Rpn11 block inactive and FAS-TE inh -2.9.
CCCCCNS(=O)(=O)c1cc(C)ccc1OC was read as CSN inh -3.2, MsrA act -0.1, E coli Lon inh -1.3, MT1-MMP act inh 1.8, Rin1-Abl PPI inh -1.9, MsrA inhibitor -0.4, MLLE-PAM2 inh 0.1, Rpn11 block inactive and FAS-TE inh -5.0.
`ONC(=Nc1ccccc1Cl)c1ccccc1Cl` gave CSN inh -0.8, MsrA act -1.4, E coli Lon inh -3.6, MT1-MMP act inh -2.9, Rin1-Abl PPI inh 0.1, MsrA inhibitor 0.8, MLLE-PAM2 inh 3.8, Rpn11 block inactive and FAS-TE inh -3.8.
`COC(=O)c1ccccc1NC(=O)CN1CCN(Cc2ccccc2)CC1` gave CSN inh -0.8, MsrA act -2.3, E coli Lon inh 1.1, MT1-MMP act inh -3.0, Rin1-Abl PPI inh 3.0, MsrA inhibitor 0.0, MLLE-PAM2 inh 4.4, Rpn11 block active and FAS-TE inh 1.1.
COc1ccc(-n2c(N)c(C(=O)NCc3ccco3)c3nc4ccccc4nc32)cc1 was read as CSN inh 9.2, MsrA act -0.1, E coli Lon inh -20.4, MT1-MMP act inh -28.2, Rin1-Abl PPI inh 1.6, MsrA inhibitor 0.3, MLLE-PAM2 inh -10.7, Rpn11 block inactive and FAS-TE inh 12.0.
`COc1ccc(Cl)cc1C(=O)NCCN1CCOCC1` gave CSN inh 2.4, MsrA act -6.6, E coli Lon inh 4.8, MT1-MMP act inh -0.8, Rin1-Abl PPI inh -1.4, MsrA inhibitor 0.7, MLLE-PAM2 inh 2.9, Rpn11 block inactive and FAS-TE inh -4.5.
Screening CN(C(=O)c1cccc(S(=O)(=O)N2CCCC2)c1)C1CCCCC1 returned CSN inh -5.1, MsrA act -1.9, E coli Lon inh 5.2, MT1-MMP act inh -0.1, Rin1-Abl PPI inh -0.5, MsrA inhibitor 0.2, MLLE-PAM2 inh 3.1, Rpn11 block inactive and FAS-TE inh -5.0.
For Cc1cccc(NC(=O)C(C)Sc2ncnc3sccc23)c1 (stereo not given) the results were CSN inh 5.8, MsrA act 0.1, E coli Lon inh -8.3, MT1-MMP act inh -0.1, Rin1-Abl PPI inh -1.8, MsrA inhibitor -0.1, MLLE-PAM2 inh -10.2, Rpn11 block inactive and FAS-TE inh 10.4.
Screening CCCCCCCNC(=O)C1CC(=O)N(C)C(=Nc2ccc(OC)cc2)S1 (stereo not given) returned CSN inh -13.2, MsrA act -0.9, E coli Lon inh -13.3, MT1-MMP act inh -1.5, Rin1-Abl PPI inh 1.9, MsrA inhibitor 1.0, MLLE-PAM2 inh 6.2, Rpn11 block inactive and FAS-TE inh 26.2.
For CC(=O)Nc1nc(COc2ccc3ccccc3c2)cs1 the results were CSN inh 2.3, MsrA act -2.0, E coli Lon inh 0.4, MT1-MMP act inh 1.2, Rin1-Abl PPI inh -2.4, MsrA inhibitor 0.3, MLLE-PAM2 inh -0.7, Rpn11 block inactive and FAS-TE inh 1.9.
Screening CCCCCC(=O)N/N=C(\C)c1ccc(NC(=O)c2ccco2)cc1 returned CSN inh 3.5, MsrA act -0.7, E coli Lon inh -3.5, MT1-MMP act inh 3.7, Rin1-Abl PPI inh 1.4, MsrA inhibitor -0.2, MLLE-PAM2 inh -5.6, Rpn11 block inactive and FAS-TE inh -9.2.
For CCOC(=O)Cc1cc(=O)c2c(=O)n(-c3ccccc3)[nH]c2[nH]1 the results were CSN inh 1.5, MsrA act -2.5, E coli Lon inh 4.7, MT1-MMP act inh 3.3, Rin1-Abl PPI inh -4.4, MsrA inhibitor 2.4, MLLE-PAM2 inh -7.7, Rpn11 block inactive and FAS-TE inh -5.2.
Screening CSc1nnc(CCCCCCCCc2nnc(SC)o2)o1 returned CSN inh 4.1, MsrA act -0.3, E coli Lon inh -1.0, MT1-MMP act inh -1.6, Rin1-Abl PPI inh 0.8, MsrA inhibitor 1.3, MLLE-PAM2 inh 7.4, Rpn11 block inactive and FAS-TE inh -4.9.
`CCOC(=O)C1CCCN(C(=O)c2csc(-c3ccc4c(c3)CCO4)n2)C1` (stereo not given) gave CSN inh 1.7, MsrA act -1.7, E coli Lon inh -5.2, MT1-MMP act inh -0.6, Rin1-Abl PPI inh -5.0, MsrA inhibitor -0.5, MLLE-PAM2 inh 7.3, Rpn11 block inactive and FAS-TE inh 3.7.
Screening OCC1(CCc2ccccc2)CCN(Cc2cccn2-c2cccnc2)CC1 returned CSN inh -4.5, MsrA act -7.7, E coli Lon inh -4.0, MT1-MMP act inh 3.1, Rin1-Abl PPI inh 5.4, MsrA inhibitor 0.4, MLLE-PAM2 inh 2.0, Rpn11 block inactive and FAS-TE inh -6.7.
For O=C(Nc1ccccc1C(=O)NCCc1ccc(O)cc1)c1ccco1 the results were CSN inh 0.2, MsrA act -1.4, E coli Lon inh -5.2, MT1-MMP act inh -1.3, Rin1-Abl PPI inh 0.8, MsrA inhibitor 0.6, MLLE-PAM2 inh 14.4, Rpn11 block inactive and FAS-TE inh -2.3.
O=C(NCc1cccs1)C(=O)c1cn(CC(=O)N2CCOCC2)c2ccccc12 was read as CSN inh 3.5, MsrA act -6.4, E coli Lon inh 6.3, MT1-MMP act inh 3.7, Rin1-Abl PPI inh -1.3, MsrA inhibitor 1.5, MLLE-PAM2 inh 0.7, Rpn11 block inactive and FAS-TE inh -4.6.
Screening O=[N+]([O-])c1cc([N+](=O)[O-])c(N2CCCCCC2)cc1NCCO returned CSN inh -5.7, MsrA act -12.6, E coli Lon inh 0.6, MT1-MMP act inh 8.1, Rin1-Abl PPI inh -1.7, MsrA inhibitor 4.0, MLLE-PAM2 inh 10.2, Rpn11 block inactive and FAS-TE inh -7.1.
For COc1ncnc2c1ncn2CCCN1CCN(Cc2ccc(C)cc2)CC1 the results were CSN inh -3.9, MsrA act -4.8, E coli Lon inh 1.3, MT1-MMP act inh 0.5, Rin1-Abl PPI inh -0.3, MsrA inhibitor 0.6, MLLE-PAM2 inh -5.5, Rpn11 block inactive and FAS-TE inh -7.5.
Clc1ccc(CO/N=C2\CCCc3nonc32)c(Cl)c1 was read as CSN inh -2.6, MsrA act -2.4, E coli Lon inh -9.4, MT1-MMP act inh -1.5, Rin1-Abl PPI inh 0.0, MsrA inhibitor -1.2, MLLE-PAM2 inh 0.6, Rpn11 block inactive and FAS-TE inh 30.4.
Screening C=CCNC(=O)c1onc(CSc2cccc(OC)c2)c1C(=O)NCC=C returned CSN inh -4.4, MsrA act -2.7, E coli Lon inh -0.1, Rin1-Abl PPI inh 3.0, MsrA inhibitor 0.2, MLLE-PAM2 inh 12.5, Rpn11 block inactive and FAS-TE inh 6.6.
Screening N#Cc1c2n(c3c(=O)n(CC(=O)c4ccc(Br)cc4)cnc13)CCCC2 returned CSN inh 2.9, MsrA act -4.8, E coli Lon inh -9.4, MT1-MMP act inh 0.0, Rin1-Abl PPI inh -1.0, MsrA inhibitor 1.4, MLLE-PAM2 inh -2.6, Rpn11 block inactive and FAS-TE inh 10.5.
`COc1ccc(N2CCN(S(=O)(=O)c3cccc4nsnc34)CC2)cc1` gave CSN inh 1.3, MsrA act -2.1, E coli Lon inh 16.4, MT1-MMP act inh 5.0, Rin1-Abl PPI inh -0.9, MsrA inhibitor 1.9, MLLE-PAM2 inh -6.2, Rpn11 block inactive and FAS-TE inh 15.8.
For O=C(c1ccccc1)N(Cc1cccc(Br)c1)C1CCS(=O)(=O)C1 (stereo not given) the results were CSN inh -1.3, MsrA act -2.3, E coli Lon inh 2.3, MT1-MMP act inh 1.1, Rin1-Abl PPI inh 4.3, MsrA inhibitor 1.0, MLLE-PAM2 inh 0.2, Rpn11 block inactive and FAS-TE inh -5.2.
`COc1ccc(Cl)cc1NC(=O)c1noc2c1CCCC2` gave CSN inh -1.9, MsrA act -3.9, E coli Lon inh 2.0, MT1-MMP act inh -2.9, Rin1-Abl PPI inh -2.9, MsrA inhibitor 1.1, MLLE-PAM2 inh 15.9, Rpn11 block inactive and FAS-TE inh 5.2.
COc1cccc(OC)c1C(=O)Nc1cccc(C(C)=O)c1 was read as CSN inh 4.3, MsrA act 0.5, E coli Lon inh 0.8, MT1-MMP act inh 7.2, Rin1-Abl PPI inh -1.3, MsrA inhibitor -0.1, MLLE-PAM2 inh 12.2, Rpn11 block inactive and FAS-TE inh -6.0.
`O=C(CCCCCNC(=O)c1ccccc1)N/N=C/c1ccc(O)cc1O` gave CSN inh 1.0, MsrA act -4.5, E coli Lon inh -9.9, MT1-MMP act inh -4.6, Rin1-Abl PPI inh -3.7, MsrA inhibitor 2.2, MLLE-PAM2 inh 11.7, Rpn11 block inactive and FAS-TE inh -6.6.
For NC(=O)c1c(NC(=O)C(=O)N2CCOCC2)sc2c1CCC2 the results were CSN inh -0.8, MsrA act -7.0, E coli Lon inh 2.4, MT1-MMP act inh -0.3, Rin1-Abl PPI inh -2.8, MsrA inhibitor 1.5, MLLE-PAM2 inh 11.7, Rpn11 block inactive and FAS-TE inh -8.0.
For O=C(NCc1nnc(SCC(=O)N2CCCCC2)o1)c1ccc(F)cc1 the results were CSN inh -0.4, MsrA act -3.6, E coli Lon inh -5.3, MT1-MMP act inh -0.8, Rin1-Abl PPI inh 0.4, MsrA inhibitor -0.7, MLLE-PAM2 inh -30.0, Rpn11 block inactive and FAS-TE inh -5.1.
Cc1ccc(C(=O)CSc2nc(C)cc(SCc3nnc(-c4ccccc4)o3)n2)cc1 was read as CSN inh 7.0, MsrA act -0.1, E coli Lon inh 2.2, MT1-MMP act inh 2.5, Rin1-Abl PPI inh 1.3, MsrA inhibitor 1.3, MLLE-PAM2 inh 0.5, Rpn11 block inactive and FAS-TE inh 13.4.
